HCV NS3 hel inh: inhibitors of HCV NS3 helicase, primary screen, biochemical, Cy5 molecular beacon fluorescence. Hepatitis C virus NS3 helicase. NS3 helicase DNA unwinding. inhibition, % at 10.9 µM. 290,000 compounds, 0.56% hits. AID 1800, 2009;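 active = inhibition above the mean of all tested compounds plus 3 SD, set per campaign, cut at about 35% in these data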;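 note: 0% = DMSO wells and 100% = thioflavine S control wells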
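System: NS3 helicase fragment of HCV / Schedule: 1 h at 25 °C / Control set: DMSO alone as 0% and 110 µM thioflavine S as 100% / Reagent: Cy5/quencher beacon DNA duplex and ATP to start / Technique: Cy5 fluorescence / Replication: singlicate / Evaluation: % inhibition of end-to-start signal ratio versus controls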
MEKK2 WT-MEK5: modulators of MEK5 binding to wildtype MEKK2, primary screen, biochemical, multiplex bead flow cytometry, Alexa488-MEK5; binding response (% of control), % at 10 µM; AID 1531, 2009; 290,000 compounds, 1.1% hits; Alexa488-MEK5 binding to MEKK2 WT; actives lie on both sides; in the data active = binding response below about 67% or above about 130%
UBC9 SUMO inh: inhibitors of in vitro SUMOylation cascade, primary screen, biochemical, HTRF, uHTS. HTRF SUMOylation assay, SAE1/SAE2 + UBC9. SUMO-conjugating enzyme UBC9 (Homo sapiens), P63279. 290,000 compounds, 0.36% hits. inhibition, % at 35 µM; in the data active = inhibition above about 50%, passing the limit was not always enough; note: strong numbers were not always called active
Target sequence (P63279 whole entry, looked up): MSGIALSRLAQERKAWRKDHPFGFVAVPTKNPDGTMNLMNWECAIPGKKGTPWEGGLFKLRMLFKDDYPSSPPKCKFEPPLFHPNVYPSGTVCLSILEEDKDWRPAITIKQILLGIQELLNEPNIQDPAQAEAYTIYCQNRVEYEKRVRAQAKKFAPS
MEKK3 PB1 HTS: modulators of MEKK3-MEK5 PB1 binding, primary screen, biochemical, wildtype MEKK3, multiplex bead flow cytometry, Alexa488-MEK5; AID 1529, 2009; bead-based flow cytometry, Alexa488-MEK5 binding to MEKK3; actives lie on both sides; 0 = blocked by unlabeled MEK5, 100 = vehicle; 290,000 compounds, 1.4% hits; Mitogen-activated protein kinase kinase kinase 3 (Homo sapiens), Q99759; binding response (% of control), % at 10 µM;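 active = binding response more than 3 SD above or below the average of its plate-row segment, actives on both sides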;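 note: Alexa488 bead fluorescence after subtracting the streptavidin-only scavenger bead signal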
Target sequence (Q99759 whole entry, looked up): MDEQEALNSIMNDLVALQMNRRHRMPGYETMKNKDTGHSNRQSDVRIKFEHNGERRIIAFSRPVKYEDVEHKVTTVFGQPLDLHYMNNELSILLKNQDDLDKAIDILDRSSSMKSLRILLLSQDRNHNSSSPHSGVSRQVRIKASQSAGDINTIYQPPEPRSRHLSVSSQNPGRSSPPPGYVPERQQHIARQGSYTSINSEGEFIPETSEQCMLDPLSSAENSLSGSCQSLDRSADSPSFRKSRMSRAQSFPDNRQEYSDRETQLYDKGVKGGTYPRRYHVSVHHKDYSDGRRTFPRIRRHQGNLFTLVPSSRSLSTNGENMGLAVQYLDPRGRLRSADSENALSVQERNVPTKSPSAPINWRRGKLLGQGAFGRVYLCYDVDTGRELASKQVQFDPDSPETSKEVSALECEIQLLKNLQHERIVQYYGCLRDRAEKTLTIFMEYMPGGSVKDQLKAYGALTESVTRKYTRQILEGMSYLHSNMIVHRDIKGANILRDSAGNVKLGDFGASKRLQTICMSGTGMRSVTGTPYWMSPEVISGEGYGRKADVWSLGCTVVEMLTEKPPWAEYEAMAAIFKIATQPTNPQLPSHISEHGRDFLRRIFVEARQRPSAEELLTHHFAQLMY
CRFR2-BP antag: antagonists of CRF-BP/CRF-R2 complex, primary screen, cell-based, HEK293, calcium dye fluorescence, uHTS; CRF-induced calcium fluorescence; inhibition, % at 11.8 µM; 350,000 compounds, 0.59% hits;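 active = inhibition of the ligand-induced calcium signal above about 50% at the single tested concentration, limit read from the data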
MEKK2 mut-MEK5: MEK5 binding signal on mutant MEKK2 PB1, primary screen, biochemical, multiplex bead flow cytometry, Alexa488-MEK5; Alexa488-MEK5 binding to MEKK2 mutant; 290,000 compounds, 0.35% hits; AID 1530, 2009; percent response, % at 10 µM; in the data active = percent response above about 24%, passing the limit was not always enough; note: inactives centre near 1; some results filed as inactive read as strong as hits
GalR3 antagonist: GalR3 antagonists in HEK293 cells, primary screen, cell-based, fluorescence readout; HEK293 GalR3-CNG cAMP membrane potential fluorescence; galR3 body fused to GalR1 C-terminus; inhibition, % at 3 µM; 360,000 compounds, 0.44% hits;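 active = inhibition above the screen-wide average plus 3 SD, cut at about 13% in these data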;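 note: forskolin and galanin both at EC90 stimulate the cells; cAMP rise reported by CNG channel membrane potential dye signal; 0% = forskolin plus galanin with DMSO and 100% = forskolin alone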
FID counter: compounds displacing fluorescent DNA intercalator, primary screen, artefact control for HCV NS3 helicase inhibitor project, biochemical, FID fluorescence; DNA fluorescent intercalator displacement; inhibition, % at 7.9 µM; 290,000 compounds, 0.17% hits; AID 1845, 2009; in the data active = inhibition above about 37%;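 note: 0% = vehicle and 100% = reference compound; higher means more ethidium bromide displaced from hairpin DNA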
CRFR2-BP ag: agonists of CRF-BP/CRF-R2 complex, primary screen, cell-based, HEK293, calcium dye fluorescence, uHTS | 350,000 compounds, 0.46% hits | calcium dye fluorescence (FLIPR); percent of saturating CRF peptide response | AID 588473, 2011 | activation, % at 13.2 µM;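 active = activation of at least 50%, plus an integration ratio under a set limit after plate pattern correction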;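 note: plate controls were neutral control wells without compound for no effect and CRF at EC100 for full effect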
An asterisk follows results filed as active; . = not tested or not shown.

entry	mol	GalR3 antagonist	HCV NS3 hel inh	UBC9 SUMO inh	CRFR2-BP ag	MEKK2 mut-MEK5	MEKK2 WT-MEK5	MEKK3 PB1 HTS	CRFR2-BP antag	FID counter
1	COc1ccc(C2(c3ccc(OC)cc3)NC(=O)N(CC(=O)NCC(F)(F)F)C2=O)cc1	-8.2	0.0	-14.2	2.7	-6.0	97.0	102.0	-18.3	-17.2
2	O=C(Cc1sc(-c2ccccc2)nc1-c1ccccc1)Nc1ccccc1	4.1	4.0	-39.7	9.1	9.0	117.0	109.0	-5.6	0.8
3	COc1cc(/C=C/C(=O)N2CCc3ccccc3C2)cc(OC)c1OC	-9.3	-0.7	4.8	0.4	0.0	102.0	104.0	-1.8	-42.0
4	CC(=O)c1ccc(OCCCC(=O)NCC(c2ccco2)N(C)C)cc1 (stereo not drawn)	-4.6	10.5	18.4	-3.1	1.0	113.0	102.0	9.6	-0.3
5	Cc1noc(C)c1COc1ccc(C(=O)OCC(=O)N2c3ccccc3NC(=O)C2(C)C)cc1	-1.9	-5.2	-4.6	-0.9	2.0	96.0	100.0	-14.0	-28.4
6	Cc1ccc(S(=O)(=O)N2CCOCC2)cc1NC(=O)CSc1nc(N)cc(=O)[nH]1	-2.1	15.9	-2.1	-0.3	-12.0	75.0	79.0	12.8	-9.5
7	Clc1ccc(-c2nc3ccccn3c2CN2CCSCC2)cc1	-7.3	8.6	-0.5	-1.6	-2.0	95.0	99.0	-47.5	-11.5
8	O=C(NCCCN1CCCCC1)c1ccc2c(c1)NC(=O)C(N1CCOCC1)S2 (stereo not drawn)	-4.8	1.7	12.4	0.9	7.0	104.0	101.0	4.5	4.0
9	Cc1c(Cl)cccc1Nc1ncccc1C(=O)OCC(O)CO (stereo not drawn)	.	-2.0	9.8	.	4.0	110.0	111.0	.	-5.3
10	COc1ccc(CCNC(=O)CN(c2ccccc2OC)S(=O)(=O)c2ccc(C)cc2)cc1	-2.5	-3.8	-6.8	-0.6	7.0	102.0	103.0	14.2	-39.5
11	O=C(c1cc(F)ccc1F)C1CCCN(C(=O)CSc2ccccn2)C1 (stereo not drawn)	-4.1	2.0	2.0	1.2	6.0	101.0	100.0	-8.1	-15.6
12	O=C(CN1CCN(S(=O)(=O)c2ccc(F)cc2)CC1)Nc1ccccc1F	0.3	-3.9	1.8	-1.7	4.0	100.0	103.0	9.8	-16.2

Following part:
entry	mol	GalR3 antagonist	HCV NS3 hel inh	UBC9 SUMO inh	CRFR2-BP ag	MEKK2 mut-MEK5	MEKK2 WT-MEK5	MEKK3 PB1 HTS	CRFR2-BP antag	FID counter
13	O=C(NC(=S)Nc1ccc2oc(=O)ccc2c1)c1ccco1	1.4	-5.7	17.2	-0.3	1.0	104.0	108.0	14.4	-4.0
14	O=C(Nc1nccs1)C1CC(=O)N(c2ccc(F)cc2)C1 (stereo not drawn)	-9.1	2.7	0.9	0.0	-2.0	98.0	99.0	-0.6	-3.6
15	Cc1cc(C)n(CCNC(=O)c2cc(COc3ccc(F)cc3Cl)on2)n1	-5.3	6.6	14.4	-0.2	8.0	104.0	105.0	-13.6	-22.6
16	COc1ccc(S(=O)(=O)N2CCN(Cc3cc(OC)c(OC)cc3OC)CC2)cc1	8.0	-5.4	3.9	-4.3	8.0	107.0	101.0	7.5	-5.6
17	CCN1CCN(Cc2nc3c(c(=O)n(C)c(=O)n3C)n2Cc2ccccc2Cl)CC1	.	4.9	15.6	.	1.0	107.0	103.0	.	0.8
18	COc1ccc(CC(=O)N/N=C/c2ccc(-c3cccc(C(=O)O)c3)o2)cc1OC	-4.0	17.2	18.5	-0.2	3.0	106.0	99.0	-6.1	-36.8
19	Cc1ccc2oc(C(=O)NCC(c3ccco3)N(C)C)c(C)c2c1 (stereo not drawn)	-10.2	-6.9	15.7	0.6	-1.0	97.0	97.0	-3.3	20.7
20	COc1ccc(NS(=O)(=O)c2cccc(NC(=O)c3ccc(S(=O)(=O)N4CCCCCC4)cc3)c2)cc1	.	-18.1	-4.6	0.1	3.0	110.0	100.0	-20.6	-13.2
21	O=C(c1cc(-c2ccccc2)on1)N1CCN(Cc2ccc3c(c2)OCO3)CC1	-1.4	-3.6	-3.2	-0.9	-10.0	89.0	77.0	-12.8	-11.4
22	CCO[C@@H]1OC(C(=O)O)=C[C@H](c2ccc(Br)cc2)[C@H]1CCCO	-9.8	16.1	0.6	3.1	4.0	98.0	102.0	12.3	-31.2
23	COc1ccccc1OCc1cc(C(=O)NCc2ccc(N3CCCC3=O)cc2)no1	1.4	-1.7	-10.0	-1.3	0.0	103.0	103.0	-1.3	-32.0
24	CC(=O)NC12CC3CC(C1)CC(C(=O)N1CCN(c4ncccn4)CC1)(C3)C2	-1.9	2.5	5.9	-1.2	7.0	111.0	106.0	0.5	-23.9

Next results
entry	mol	GalR3 antagonist	HCV NS3 hel inh	UBC9 SUMO inh	CRFR2-BP ag	MEKK2 mut-MEK5	MEKK2 WT-MEK5	MEKK3 PB1 HTS	CRFR2-BP antag	FID counter
25	COc1ccccc1NC(=O)c1c(C)nc2ccccc2c1C(=O)O	-7.9	-5.2	25.9	-2.4	-2.0	104.0	102.0	29.8	3.6
26	Cc1cnc(CN(C)C(=O)c2cc(COc3c(F)cccc3F)on2)[nH]1	0.0	7.9	20.9	0.2	-3.0	97.0	98.0	-6.9	2.1
27	COCCN(CCOC)C(=S)Nc1ccccc1Cl	-3.3	-3.8	-12.0	-2.9	0.0	96.0	100.0	13.4	-0.7
28	CCCCOn1c(C)c(C(=O)OCC)c2c3no[n+]([O-])c3ccc21	-10.1	11.6	19.9	0.5	-8.0	91.0	76.0	-5.9	-2.2
29	Cc1ccc(S(=O)(=O)N2CCN(c3ncnc4c3cnn4-c3ccccc3)CC2)cc1	-0.9	-0.1	1.2	-0.4	0.0	97.0	101.0	-1.8	-2.7
30	Cc1nc2c(ccc3nc(NC(=O)c4ccc5c(c4)OCCO5)sc32)s1	-9.8	-15.1	-11.5	0.3	1.0	100.0	100.0	-6.7	2.6
31	Cc1ccc2nccc(C(=O)N3CCCC(Nc4ccc(F)cc4)C3)c2c1 (stereo not drawn)	1.7	0.9	-1.8	0.5	-6.0	94.0	96.0	-13.3	-35.5
32	O=C(N/N=C/c1ccc(Cl)cc1)Nc1ccccc1	-7.3	-2.5	4.8	2.3	-4.0	93.0	95.0	-42.3	-8.0
33	COc1cccc(CNC(=O)CCC2CCCN(C(=O)C3CCOCC3)C2)c1 (stereo not drawn)	-3.9	6.4	4.2	0.3	1.0	101.0	103.0	-3.2	-12.3
34	CCOC(=O)C1(Cc2cccc(OC)c2)CCN(Cc2cccn2-c2nccs2)CC1	-7.8	-12.0	2.1	-0.5	1.0	102.0	104.0	8.1	5.9
35	CCOC(=O)c1nc(Nc2ccccc2C)c2ccccc2n1	-1.8	-4.9	14.6	-1.7	0.0	101.0	100.0	8.9	-13.3
36	CN1CCN(C(=O)Nc2ccc([N+](=O)[O-])cc2)CC1	-6.6	-2.3	-13.0	-2.3	-6.0	96.0	98.0	12.8	2.1

Whole records as entered above.
`Cc1ccc2nccc(C(=O)N3CCCC(Nc4ccc(F)cc4)C3)c2c1` (stereo not drawn) is listed as GalR3 antagonist: 1.7; HCV NS3 hel inh: 0.9; UBC9 SUMO inh: -1.8; CRFR2-BP ag: 0.5; MEKK2 mut-MEK5: -6.0; MEKK2 WT-MEK5: 94.0; MEKK3 PB1 HTS: 96.0; CRFR2-BP antag: -13.3; FID counter: -35.5
`CCOC(=O)C1(Cc2cccc(OC)c2)CCN(Cc2cccn2-c2nccs2)CC1` is listed as GalR3 antagonist: -7.8; HCV NS3 hel inh: -12.0; UBC9 SUMO inh: 2.1; CRFR2-BP ag: -0.5; MEKK2 mut-MEK5: 1.0; MEKK2 WT-MEK5: 102.0; MEKK3 PB1 HTS: 104.0; CRFR2-BP antag: 8.1; FID counter: 5.9

(cont.)
entry	mol	GalR3 antagonist	HCV NS3 hel inh	UBC9 SUMO inh	CRFR2-BP ag	MEKK2 mut-MEK5	MEKK2 WT-MEK5	MEKK3 PB1 HTS	CRFR2-BP antag	FID counter
37	CCCCNc1nc(=S)[nH]c2cc(OC)c(OC)cc12	-5.1	-9.3	15.3	-1.2	4.0	101.0	100.0	0.3	10.9
38	Cc1cc(C)cc(CC2CC(=O)N(c3ccc4c(c3)OCCO4)C2=O)c1 (stereo not drawn)	-2.0	-3.6	11.0	0.4	4.0	104.0	101.0	-12.5	-24.9
39	COc1cccc(-n2c(=O)c3cc(OC)c(OC)cc3n(CC(=O)Nc3cc(C)[nH]n3)c2=O)c1	9.2	22.0	4.8	-0.5	-3.0	90.0	97.0	0.2	-12.8
40	CCOC(=O)N1CCN(c2c(NC3CCN(Cc4ccccc4)CC3)c(=O)c2=O)CC1	2.6	6.5	27.5	4.6	8.0	97.0	100.0	-7.6	-3.2
41	CNC(=O)c1nc(C)n(-c2cc(Cl)cc(Cl)c2)n1	.	2.1	21.5	-1.2	6.0	104.0	109.0	0.7	8.4
42	Cc1cccc(-n2ncc3c2CCCC3NC(=O)CCCN2CCCCC2=O)c1C (stereo not drawn)	.	-3.2	8.4	1.8	3.0	99.0	98.0	7.7	-37.2
43	CCc1nnc(NC(=O)c2nc(Cl)ccc2Cl)s1	1.7	4.2	-0.3	-0.1	-1.0	99.0	101.0	-26.6	-5.3
44	COc1cc(-c2nnc3sc(-c4cccs4)nn23)cc(OC)c1OC	-0.9	4.2	31.8	-0.8	2.0	104.0	103.0	10.6	-6.7
45	O=C(CNC(=O)c1ccccc1)NC1(C(=O)NC2CCCC2)CCCCC1	1.6	7.3	-1.1	-1.7	0.0	106.0	104.0	8.9	-6.9
46	CNc1nnc(-c2cccc(N(C)C)c2)s1	-3.6	-5.5	39.1	-1.9	1.0	103.0	99.0	8.2	-2.2
47	O=[N+]([O-])c1ccc(Oc2cccnc2)nc1	-3.9	0.4	2.0	1.7	-16.0	91.0	92.0	-0.1	-3.4
48	CCn1cc(C(=O)N[C@@H](CCSC)C(=O)NCCCn2ccnc2)c(=O)c2cc3c(cc21)OCO3	1.8	1.8	14.0	1.4	2.0	105.0	103.0	-4.7	7.6

Screening data from PubChem BioAssay.

The list is partial. The share of hits here may be higher or lower than overall.
